Screening results from PubChem.
AMA1 RON2 block: AMA1-RON2 (P. falciparum) interaction inhibition; Potency, µM (titrated, usually from 58.2 µM), without a hit: at the top dose activity change, negative = inhibition, usual class: inhibitors; hit rate 0.2% among 360,000; AID 720542; AlphaScreen AMA1-biotinylated RON2 peptide binding;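 note: potency is the fitted concentration of half-maximal effect; 0% = vehicle wells and -100% = peptide control; nearly all actives have a fitted effect of over 45% in size; some results filed as inactive show a strong effect at the top dose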
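AMA1 (3D7) with his tag at 25 nM final met compounds first, then biotinylated RON2 peptide at 25 nM; detection used donor plus acceptor beads, 10 µg/mL apiece, read by AlphaScreen after 30 min at room temperature.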
HCMV inh: blocks human cytomegalovirus replication. HFF cells, HCMV-luciferase reporter, 72 h; stronger effect = lower value. activity change, negative = inhibition, % at 57.5 µM. hit rate 4.5% among 410,000. AID 1259415; in the data active = activity change below about -60%; inconclusive = no clear call, values can overlap the other calls; inactive = above about -39%
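Luciferase read-out from HCMV-luciferase-infected HFFs (MOI 1 PFU/cell) 72 h post infection at 37C; compounds added after 16 h cell attachment; activity normalized between buffer-only basal and Salinomycin (10uM) inhibitor controls.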
HCV inh: blocks hepatitis C virus. Huh7.5.1 HCVcc-Cre infection, luciferase reporter, 44 h. Potency, µM (series often up to 41.8 µM), inactives show top-dose activity change, negative = inhibition, hits mostly inhibitors. hit rate 3.4% among 340,000. AID 651820; note: potency is the fitted concentration of half-maximal effect
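Cells (1,000/well) were plated 4 h before compound, then infected with HCVcc-Cre virus (~0.5 moi). After 44 h further culture, infection was read as luciferase luminescence following a 15 min substrate incubation at room temperature.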
Sm TGR inh: inhibitors of Schistosoma mansoni thioredoxin glutathione reductase; Q962Y6; purified TGR, DTNB reduction, TNB absorbance 405 nm; Potency, µM (doses to about 114 µM), for inactives: top-dose activity change, negative = inhibition, usual class: inhibitors; hit rate 3% among 360,000; AID 485364; note: potency is the fitted concentration of half-maximal effect; nearly all actives have a fitted effect of over 60% in size
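First, TGR (20 nM dispensed) and NADPH were mixed with compound. Second, a 15 min room-temperature incubation followed. Third, further NADPH and then DTNB were added to start the reaction. Finally, TNB absorbance was monitored kinetically.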
FBPA Giardia inh: blocks Giardia fructose-bisphosphate aldolase activity | purified Giardia FBPA | A8B2U2 | hit rate 0.71% among 290,000 | Potency, µM (highest dose often 59.6 µM), inactives show top-dose activity, negative = inhibition, usual class: inhibitors; note: potency is the fitted concentration of half-maximal effect; nearly all actives have a fitted effect of over 55% in size
Target sequence (A8B2U2 whole entry, looked up): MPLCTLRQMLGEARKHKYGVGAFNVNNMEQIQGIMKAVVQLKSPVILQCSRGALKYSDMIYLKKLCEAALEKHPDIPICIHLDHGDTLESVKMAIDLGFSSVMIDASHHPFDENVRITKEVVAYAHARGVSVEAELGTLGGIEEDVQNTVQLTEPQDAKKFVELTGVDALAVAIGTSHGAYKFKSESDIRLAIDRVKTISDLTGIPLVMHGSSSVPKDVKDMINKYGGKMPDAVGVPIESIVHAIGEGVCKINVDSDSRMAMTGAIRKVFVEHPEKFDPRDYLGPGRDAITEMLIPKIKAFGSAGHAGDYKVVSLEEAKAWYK
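Giardia FBPA (40 nM reagent) was preincubated 10 min at RT with compound (up to 57.5 uM final), then substrate plus GAPDH/TPI/NAD/arsenate coupling system with diaphorase/resazurin was added; resorufin fluorescence (525/598 nm) was read after 20 min.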
AmpC detergent: inhibitors of E. coli AmpC beta-lactamase with detergent; P00811; AmpC hydrolysis of nitrocefin, absorbance 480 nm, 0.01% Triton; Potency, µM (top dose mostly 114 µM), for inactives: top-dose activity change, negative = inhibition, hits mostly inhibitors; hit rate 0.041% among 370,000;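 note: potency is the fitted concentration of half-maximal effect; 0% = no-compound wells and -100% = no-enzyme wells; nearly all actives have a fitted effect of over 25% in size; some results filed as inactive show a strong effect at the top dose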
Target sequence (P00811 whole entry, looked up): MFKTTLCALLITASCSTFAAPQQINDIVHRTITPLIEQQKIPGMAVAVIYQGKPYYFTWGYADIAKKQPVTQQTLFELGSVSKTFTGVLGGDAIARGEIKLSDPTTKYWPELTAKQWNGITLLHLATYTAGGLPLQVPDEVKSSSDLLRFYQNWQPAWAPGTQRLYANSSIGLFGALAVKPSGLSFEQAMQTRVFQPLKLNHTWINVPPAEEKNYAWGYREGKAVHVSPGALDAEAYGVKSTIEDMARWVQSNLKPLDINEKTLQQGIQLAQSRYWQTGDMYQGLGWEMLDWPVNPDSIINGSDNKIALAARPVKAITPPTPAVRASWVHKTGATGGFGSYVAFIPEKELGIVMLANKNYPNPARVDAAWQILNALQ
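AmpC (5.3 nM in the dispensed reagent) in 20 mM phosphate pH 7.0 with 0.01% (detergent screen) or 0.0001% Triton X-100 was preincubated with compounds for 15 min at room temperature. Nitrocefin was then added from an 800 uM solution, and hydrolysis was followed at 480 nm.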
The depositor's hits bear a star; ? = inconclusive; . = no result given; & = joins results of further samples; [ ] = another dose, or the depositor's remark. Unless noted, calls come from the whole dose curve; as a rule, active = well fitted curve in the direction sought with a large enough effect; inconclusive = small, poorly fitted or top-dose-only effect, or another doubt; inactive = no such curve, though single readings can be large; an effect the other way counts as inactive or inconclusive. Unless noted, % is set by controls: 0 for no effect and ±100 for the full control effect.

SMILES | AMA1 RON2 block | HCMV inh | HCV inh | Sm TGR inh | FBPA Giardia inh | AmpC detergent
COC(=O)CSc1nc(C)cc(C)c1C#N | -9% | -32 | -7% | -9% | -4% | -5%
O=C(Nc1ccc2c(c1)nc1n2CCOC1)c1ccco1 | 18% | 122 | 0% | -27% | 0% | -13%
O=C(OCc1ccccc1)Oc1cncc(C(=O)O)c1 | -9% | 34 | 18% | -5% | -3% | -11%
Cc1cc(C)c2c(n1)nn1c(N3CCN(c4ccccc4)CC3)cc(C)nc21 | 18% | -26 | -21% | 14% | 3% | 3%
O=C1C2C3C=CC(CNS(=O)(=O)c4ccccc4[N+](=O)[O-])(O3)C2C(=O)N1c1ccccc1 (centres undefined) | 20% | ? | 2% | 3.2µM* | -5% | -5%
Nc1nc(SCCC(F)=C(F)F)n[nH]1 | -1% | 3 | 19% | . | -1% | 1%
Nc1cccc(-c2csc(-n3ncc(C(=O)O)c3C(F)(F)F)n2)c1 | 13% | -6 | 10% | 2% | ? | -3%
COc1cc(S(=O)(=O)NC2CC(C)(C)NC(C)(C)C2)c(OC)cc1Cl | 28% | 73 | 10% | 3% | -8% | ?
COc1cccc(/C=N/Nc2ccc(S(=O)(=O)O)cc2)c1O | 53%[activator] | 35 | 2% | -6% | 2% | -3%
Cc1ccc(NC(=S)NC(C)CCc2ccccc2)cc1C (centres undefined) | -13% | -71* | ? | 5% | 5% | -1%
Cc1sc2ncn(CC(=O)NCCCOC(C)C)c(=O)c2c1S(=O)(=O)N1CCN(c2ncccn2)CC1 | -13% | -37 | 8% | 6% | 6% | 3%
COc1ccc(CNC(=O)COc2ccc(S(=O)(=O)N3CCOCC3)cc2C)cc1 | -1% | -29 | -24% | -4% | -1% | -13%
COc1cc(C(=O)/C=C/c2cccnc2)ccc1O | 22% | 12 | 7% | ? | . | 1%
Cc1ccc(NC(=O)CN2C(=O)CC(C)S(=O)(=O)c3ccccc32)cc1 (centres undefined) | 13% | 13 | 2% | -25% | -1% | 0%
O=C(CC1C(=O)NCCN1Cc1ccoc1)NCc1cccc(OC(F)(F)F)c1 (centres undefined) | 4% | -38 | 2% | 25µM* | 4% | 5%
COc1cc2c(C(=O)N3CCN(C)CC3)c(CSc3ccccc3)n(C)c2cc1Br | -21% | . | -12% | ? | -6% | 7%
O=C(CSc1nc(=O)n2ccccc2n1)Nc1cccc2ccccc12 | 22% | -8 | 4%[8.37 µM] | 7% | . | 5%
COC(=O)CCC(C)N1CCC(Oc2ccc(C(=O)N3CCCC3)cc2)CC1 (centres undefined) | -4% | 24 | 2% | -9% | . | -3%
CC1C(=O)N2CCCc3cc(NC(=O)COc4ccc(Cl)cc4)cc1c32 (centres undefined) | 3% | 3 | ? | -9% | . | ?
NS(=O)(=O)c1ccc(CCNC(=O)C2CCC(Cn3c(=S)[nH]c4ccccc4c3=O)CC2)cc1 (centres undefined) | 101%[activator] | -4 | -20% | -8% | -1% | 0%
CCc1nccn1CCC(=O)NC1CC(C)(C)Cc2c1cnn2-c1cccc(F)c1 (centres undefined) | 2% | -2 | ? | 3% | . | 1%
Cn1c(SCC(=O)Nc2ccc3c(c2)OCCO3)nnc1C(F)(F)F | -5% | -27 | 7% | 1% | . | -14%
O=C(NCC(=O)N1CCN(c2ccc(C(F)(F)F)cn2)CC1)c1ccc(Br)o1 | -10% | -31 | -9% | -15% | . | ?
COc1ccc(C2(C)NC(=O)N(CC(=O)c3cc(C)n(C4CC4)c3C)C2=O)cc1 (centres undefined) | -1% | ? | 11% | -27% | . | 1%
CCCCCCCCNCCS(=O)(=O)NCCCCCCCC | 9% | -102* | 3.2µM* | . | . | .
COc1ccc(NC(=O)CCNC(=O)Cn2ccc3ccccc3c2=O)cc1OC | -3% | . | -11% | -2% | -13% | 0%
CCOC(=O)c1c(Nc2cccc(C(=O)OC)c2)nnc(-c2ccccc2)c1-c1ccccc1 | . | -14 | . | 9% | . | -4%
C=CCNC(=O)C1CC(=O)N(c2ccc(OCc3ccccc3Cl)cc2)C1 (centres undefined) | -10% | 6 | -1% | 7% | -6% | -12%
O=C(NCc1ccc(Cl)cc1)c1cc2ccc3cccnc3c2[nH]1 | . | -4 | . | -7% | . | 3%
O=C(CSc1ncccc1-c1nc2ccccc2[nH]1)N1CCCCC1 | -3% | -35 | -5% | -17% | -13% | ?
COc1ccc(-n2nc3cc(C)c(NC(=O)c4ccc(C)cc4C)cc3n2)cc1Cl | . | ? | . | -1% | . | 1%
COc1ccc(CNC(=O)c2nnn(Cc3ccc(OC)cc3)c2N)cc1 | 0% | 10 | 6% | 0% | -2% | -12%
CS(=O)(=O)N(CCc1ccccc1)CC(=O)N1CCN(c2ccccc2)CC1 | 11% | -29 | -3% | -16% | -2% | -10%
COc1ccc(CC(=O)NC(C)CCc2ccccc2)cc1 (centres undefined) | -6% | -35 | 13% | 1% | 1% | 3%
COc1cc(/C=C/C(=O)Nc2ccc(S(=O)(=O)Nc3ncccn3)cc2)ccc1OCC#N | 3% | 0 | -8% | . | . | .
O=C(Oc1ccc2c(c1)CCC2)N1CCOCC1 | -5% | 76 | -9% | -1% | 0% | -1%
COc1cc(C(=O)OCC(=O)N2CCOCC2)c([N+](=O)[O-])cc1OC | -7% | -1 | 1% | -2% | -15% | -9%
CCOn1c(=O)c(-c2ccc(Br)cc2)[n+]([O-])c2ccccc21 | -11% | ? | 9% | -10% | 7% | -2%
COc1ccc(NC(=S)Nc2cccc([N+](=O)[O-])c2)cc1 | 6% | -96* | -14% | 20µM* | -4% | -10%
Cc1cnc(-c2nnc(N(C)C(=O)C3CCOC3)s2)cn1 (centres undefined) | -4% | 105 | 7% | -7% | 0% | ?
Cc1noc(C)c1NC(=O)N(C)C[C@H]1Oc2ccc(NS(=O)(=O)c3ccccc3)cc2C(=O)N([C@H](C)CO)C[C@@H]1C | 5% | -9 | 10% | . | . | .
CCCCCn1c(=O)c(C(=O)NCCc2ccccc2)c(O)c2ccccc21 | 42%[activator] | -10 | ? | -9% | 7% | ?
COc1ccc(CCC(=O)Nc2cc3c4c(c2)CCC(=O)N4CCC3)cc1 | -16% | -7 | -9% | -2% | . | ?
COc1ccc(S(=O)(=O)N2CCCC2CNC(=O)C(=O)Nc2ccc(F)cc2)cc1 (centres undefined) | -2% | -5 | -15% | -4% | . | -18%
S=C(NCc1ccccc1)NCC1COc2ccccc2O1 (centres undefined) | 1% | 1 | 0% | 1% | 1% | ?
O=C(OCc1cc2ccccc2[nH]c1=O)c1ccccc1 | 2% | -1 | 13% | -4% | 6% | -14%
CCCCNC(=O)c1[nH]c(C)c(C(C)=O)c1C | 20% | -39 | 1% | 1% | 5% | -4%
Cc1ccccc1Nc1nnc(SCC(=O)c2c(N)n(C3CC3)c(=O)[nH]c2=O)s1 | 8% | 4 | 1% | -9% | . | -13%

Look-ups from the list:
HCV inh with COc1ccc(S(=O)(=O)N2CCCC2CNC(=O)C(=O)Nc2ccc(F)cc2)cc1 (centres undefined) reads -15%
HCMV inh with COc1ccc(NC(=S)Nc2cccc([N+](=O)[O-])c2)cc1 reads -96*
HCMV inh with CCCCCn1c(=O)c(C(=O)NCCc2ccccc2)c(O)c2ccccc21 reads -10
AMA1 RON2 block with Cc1ccccc1Nc1nnc(SCC(=O)c2c(N)n(C3CC3)c(=O)[nH]c2=O)s1 reads 8%

(more compounds)
SMILES | AMA1 RON2 block | HCMV inh | HCV inh | Sm TGR inh | FBPA Giardia inh | AmpC detergent
COc1ccccc1OCC(=O)Nc1ccc(O)cc1C(=O)O | -1% | 12 | 12% | 4% | 13% | -10%
CC12C(=O)N(c3ccc(C(=O)N4CCOCC4)cc3)C(=O)C1C1c3ccccc3C2c2ccccc21 (centres undefined) | . | -101* | 6% | -20% | 3% | -16%
COc1ccc2c(c1)-c1nc(NC(=O)c3cc(Cl)ccc3OC)sc1CC2 | . | ? | . | -5% | . | 22%
Cc1cc(C(=O)NN=C2C3CC4CC(C3)CC2C4)c2ccccc2n1 | 57%[activator] | 24 | 32%[activator] | 3% | -2% | -3%
Cc1ccc(Cl)cc1N1CCN(C(=S)NCc2ccco2)CC1 | -19% | ? | ? | 0% | -12% | 0%
COc1ccc(N2C(=O)CC(NC3CC3)C2=O)cc1 (centres undefined) | 17% | 1 | 1% | -21% | -5% | -17%
COCCCNC(=O)C1C2C=CC3(CN(Cc4ccc(C)cc4)C(=O)C13)O2 (centres undefined) | 2% | -29 | . | 23% | . | ?
Cc1ccc(NC2=C([N+](=O)[O-])CS(=O)(=O)C2)cc1 | -3% | 66 | 7% | 0% | 1% | -3%
NC(=O)c1c(Nc2nc3c(F)cccc3s2)sc2c1CCCC2 | 33%[activator] | 87 | ? | 40µM* | -4% | -6%
CCOc1ccc(S(N)(=O)=O)cc1-c1nc2c(C(C)(C)C)nn(C)c2c(=O)[nH]1 | 1% | -33 | ? | 20% | -13% | 10%
Cc1cc(CN2CCC(n3nccc3NC(=O)c3ccccc3Cl)CC2)cc(C)c1O | 12% | ? | -8% | 45µM* | . | 2%
O=C(NOCc1ccccc1)c1cccc([N+](=O)[O-])c1 | 7% | 52 | 4% | . | . | .

Retrieved one by one from the entries so far, 2 records:
SMILES | AMA1 RON2 block | HCMV inh | HCV inh | Sm TGR inh | FBPA Giardia inh | AmpC detergent
COCCCNC(=O)C1C2C=CC3(CN(Cc4ccc(C)cc4)C(=O)C13)O2 (centres undefined) | 2% | -29 | . | 23% | . | ?
O=C(OCc1cc2ccccc2[nH]c1=O)c1ccccc1 | 2% | -1 | 13% | -4% | 6% | -14%

(more compounds)
SMILES | AMA1 RON2 block | HCMV inh | HCV inh | Sm TGR inh | FBPA Giardia inh | AmpC detergent
O=C(Cn1cc(C(F)(F)F)ccc1=O)N/N=C/c1ccc(Cl)cc1Cl | -5% | -22 | 18% | -7% | 5% | ?
O=C(Cn1ccc2cc(S(=O)(=O)N3CCCCCC3)ccc21)NCCc1ccccc1Cl | . | 4 | . | 1% | . | 2%
COc1cccc(-c2sc3ccccc3c2-c2ccc(OCCN3CCOCC3)cc2)c1 | ? | 86 | ? | . | . | .
O=C(COc1cc2oc(=O)c3c(c2cc1Cl)CCC3)NCCN1CCOCC1 | -2% | -28 | -2% | -12% | -10% | ?
COc1cc(OC)cc(C(=O)N[C@H](C(=O)Nc2ccc(NC(C)=O)cc2)C(C)C)c1 | -4% | -22 | -20% | . | 1% | -3%
Cc1ccc(C(=O)c2cn(CC(=O)Nc3ccc(C(C)C)cc3)c3nc(C)ccc3c2=O)cc1 | . | 17 | . | -1% | . | 18%
CCCc1cc(=O)[nH]c(SCC(=O)Nc2nc(-c3ccccc3)cs2)n1 | 7% | -34 | 2% | -4% | 2% | 2%
COC(=O)c1cnc(N2CCOCC2)nc1C(F)(F)F | 9% | -5 | 15% | 10% | 2% | -1%
CC(C)CC(=O)Nc1nnc(S(=O)(=O)N2CCCCCC2)s1 | 9% | -16&-4 | -7% | -33%&5% | . | -4%&18%

Complete entries as entered above. Values in the order: AMA1 RON2 block	HCMV inh	HCV inh	Sm TGR inh	FBPA Giardia inh	AmpC detergent
Record of COc1ccccc1OCC(=O)Nc1ccc(O)cc1C(=O)O = -1%	12	12%	4%	13%	-10%
Record of COc1cccc(/C=N/Nc2ccc(S(=O)(=O)O)cc2)c1O = 53%[activator]	35	2%	-6%	2%	-3%
